Assay outcomes: PubChem, Broad Institute
esBAF inh: Bmi1 luciferase reporter increase in mESCs, primary screen, esBAF inhibitor project, mouse ES cells, Bmi1 luciferase knock-in, single point | 24 h; 100% = twice the neutral-well signal | reporter increase, % at 12.5 µM | hit rate 2% among 350,000 | AID 602393, 2012; in the data active = activation above about 40%;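 also: 0% = median of the plate's neutral control wells and 100% = double that signal; a rise in the Bmi1 reporter signal indicates esBAF inhibition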
miR122 inh: miR-122 Renilla sensor signal increase in Huh7, primary screen, miR-122 inhibitor project, cell-based, single point, plate reader. Huh7 miR-122 Renilla luciferase sensor, 48 h; neutral wells = 0, positive control = 100. AID 602342, 2012. hit rate 0.3% among 340,000. activation (reporter increase), % at 12.5 µM;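 active = mean replicate activation score at least 90 and every replicate individually at or above 90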;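 also: higher luciferase means less miR-122 activity so hits act as miR-122 inhibitors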
SIRT5 block: SIRT5 desuccinylase inhibitors, primary screen, biochemical, fluorescence imaging, single point, set 5; Purified SirT5, succinyl-peptide AMC, trypsin-coupled fluorescence; hit rate 1.1% among 330,000; NAD-dependent protein deacylase sirtuin-5, mitochondrial (Homo sapiens), Q9NXA8; inhibition, % at 15 µM; AID 652115, 2013; in the data active = inhibition above about 15%
Target sequence (Q9NXA8 whole entry, looked up): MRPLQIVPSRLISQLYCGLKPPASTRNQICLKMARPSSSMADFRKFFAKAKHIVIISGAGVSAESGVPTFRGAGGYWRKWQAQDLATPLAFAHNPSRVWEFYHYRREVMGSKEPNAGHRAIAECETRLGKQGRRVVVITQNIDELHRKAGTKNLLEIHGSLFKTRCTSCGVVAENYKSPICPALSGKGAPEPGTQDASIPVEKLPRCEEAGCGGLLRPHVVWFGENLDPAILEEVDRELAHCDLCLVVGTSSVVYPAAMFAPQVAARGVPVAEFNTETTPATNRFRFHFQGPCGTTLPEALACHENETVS
ERp5 inh: inhibitors of ERp5-driven insulin aggregation, primary screen, biochemical, turbidity, absorbance 650 nm, single point; Protein disulfide-isomerase A6 (Homo sapiens), Q15084; 90 min; inhibition, % at 9.99 µM; hit rate 0.05% among 350,000;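 active = mean replicate inhibition above about 25%, with every replicate also reaching it, limit read from the data, passing the limit was not always enough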
Target sequence (Q15084 whole entry, looked up): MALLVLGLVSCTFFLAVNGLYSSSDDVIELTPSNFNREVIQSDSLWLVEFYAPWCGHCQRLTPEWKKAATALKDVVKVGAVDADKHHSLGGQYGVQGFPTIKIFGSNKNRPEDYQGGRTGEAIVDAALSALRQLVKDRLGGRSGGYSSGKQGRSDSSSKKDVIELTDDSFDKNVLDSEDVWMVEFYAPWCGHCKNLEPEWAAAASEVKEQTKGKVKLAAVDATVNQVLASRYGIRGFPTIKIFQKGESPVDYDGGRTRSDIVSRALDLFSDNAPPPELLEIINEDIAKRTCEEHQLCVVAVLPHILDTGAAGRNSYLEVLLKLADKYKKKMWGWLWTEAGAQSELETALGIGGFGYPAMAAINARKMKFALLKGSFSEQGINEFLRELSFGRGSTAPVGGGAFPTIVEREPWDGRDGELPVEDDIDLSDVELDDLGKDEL
ARNT TACC3 PPI: disruptors of ARNT/TACC3 protein interaction, primary screen, biochemical, AlphaScreen, single concentration. Transforming acidic coiled-coil-containing protein 3 (Homo sapiens), Q9Y6A5. AlphaScreen His-ARNT PAS-B/GST-TACC3 binding, luminescence; TACC3 fragment carries E629A point mutation. hit rate 0.66% among 390,000. inhibition, % at 9.99 µM;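 active = mean inhibition of replicates at least 50% and at least half of replicates each reaching 50%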;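 also: 0% = complete ARNT plus TACC3 wells and 100% = ARNT alone without TACC3; many hits fall short of the cut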
C2C12 statin: suppressors of statin myotoxicity in C2C12 myotubes, primary screen, cell-based, single point, plate reader; C2C12 myotubes + simvastatin, ATP luminescence, 48 h; scaled: DMSO 0, geranylgeraniol control 100; rescue of ATP level, % at 7.49 µM; hit rate 0.78% among 330,000; AID 602340, 2012;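 active = mean ATP rescue above about 67%, or every replicate alone reaching that limit, limit read from the data, passing the limit was not always enough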;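 also: myotubes were challenged with 10 µM simvastatin during compound exposure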
Cneo AK release: Cryptococcus neoformans cell lysis inducers, primary screen, AK release luminescence, single concentration; C. neoformans lysis, adenylate kinase release luminescence, 4 h; normalised: neutral wells 0, clomiphene wells 100; AID 651654, 2012; lysis activity, % at 15 µM; hit rate 0.2% among 360,000;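 active = mean lysis activity across replicates of at least 80%, whatever share of replicates individually reach that level; inactive = mean lysis activity below 80%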
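Schedule: static 4 h at 37 °C with compound, 1 h detection; system: C. neoformans cells; benchmarks: Clomiphene as positive control; buffer or medium: fresh YPD medium; measure: luminescence rise reflecting yeast cell lysis; measured by: luminescent adenylate kinase detection reagent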
* marks the source's active call; other numbers are inactive results; . = no result given; [ ] = dose if it differs, or a comment.

SMILES	esBAF inh	miR122 inh	SIRT5 block	ERp5 inh	ARNT TACC3 PPI	C2C12 statin	Cneo AK release
CN1CCN(C(=O)C[C@@H]2CC[C@@H]3[C@H](COC[C@H](O)CN3CC3CCCCC3)O2)CC1	0	5[16.7 µM]	2	0	1	4	-4
CC(CN(C)Cc1ccccc1)OC(=O)c1ccc(F)cc1 (stereo unspecified)	.	.	-3	-1	-12	.	.
CCOc1ccc2nc(NCCCNC(=O)c3cc(OC)c(OC)c(OC)c3)c(C#N)cc2c1	-2	2	-9	0	1	-36	7
C[C@@H]1CN([C@H](C)CO)C(=O)c2cc(NS(=O)(=O)c3cn(C)cn3)ccc2O[C@@H](C)CCCCO[C@H]1CN(C)C(=O)Nc1ccc(F)cc1	4	3[16.7 µM]	-3	-1	-1	.	1
CC(C)c1cc(C(=O)N/N=C/c2ccco2)n[nH]1	11	-9	1	-2	2	-3	-2
C[C@@H]1CN([C@@H](C)CO)S(=O)(=O)c2ccc(C#Cc3ccccn3)cc2O[C@H]1CN(C)Cc1ccccc1	4	6[16.7 µM]	1	-3	-11	-62	101*
CN(Cc1cccs1)C(=O)CSc1nnnn1C	-1	2	.	.	-2	12	2
Clc1ccc(CN2CCC(Cc3ccccc3)CC2)cc1	.	.	-1	-4	-6	.	.
COc1ccc(-c2cnc3c(c2)C(=O)N([C@H](C)CO)C[C@H](C)[C@H](CN(C)C(=O)C2CCOCC2)O3)cc1	3	1[16.7 µM]	-21	2	-6	-7	-1
COc1ccc(C(=O)Nc2ccc(NC(=O)c3ccccc3F)cn2)cc1	2	1	1	2	0	-16	.

3 entries already listed, ordered by the number in SIRT5 block, ascending:
SMILES,SIRT5 block
CC(CN(C)Cc1ccccc1)OC(=O)c1ccc(F)cc1 (stereo unspecified),-3
COc1ccc(C(=O)Nc2ccc(NC(=O)c3ccccc3F)cn2)cc1,1
CN1CCN(C(=O)C[C@@H]2CC[C@@H]3[C@H](COC[C@H](O)CN3CC3CCCCC3)O2)CC1,2

New compounds follow
SMILES	esBAF inh	miR122 inh	SIRT5 block	ERp5 inh	ARNT TACC3 PPI	C2C12 statin	Cneo AK release
COc1ccc(OCc2nnc(SCC(=O)Nc3nnc(C4CC4)s3)n2C)cc1	11	-6	0	1	-57	-3	-4
CCN(CC)c1ccc(NC(=O)c2ccccc2)cc1S(=O)(=O)Nc1ccccc1OC	-2	70	10	3	2	1	-3
Cc1onc(-c2c(Cl)cccc2Cl)c1C(=O)O/N=C(\C#N)c1c(Cl)cccc1Cl	.	.	-5	-1	-4	.	.
COc1cc(C(=O)NCCC(=O)NCc2c(F)cc(F)cc2F)cc(OC)c1OC	-4	-1	-1	-6	0	-7	0
Cc1c(C(=O)c2ccc(Cl)c(Cl)c2)cnc2cc3c(cc12)OCO3	13	0	.	.	-6	26	.
CCC(=O)N1CCc2cc(Br)cc(S(=O)(=O)N3CCCC(C(=O)O)C3)c21 (stereo unspecified)	0	7	-1	-2	-53	-2	-1
Cc1c(O)c(=O)c2ccccc2n1C	0	-3	-85	-4	.	0	0
COC(=O)[C@@H]1C[C@]2(Br)c3ccccc3N(S(=O)(=O)c3ccccc3)[C@@H]2N1C(=O)OC	3	-5	0	12	-6	7	1
CCC(C)(C)n1nnnc1C(c1ccc2ncccc2c1)N1CCN(c2ccc(O)cc2)CC1 (stereo unspecified)	-3	6	4	3	9	-16	0
CNS(=O)(=O)c1cc(C(=O)OCC(=O)NC2CCCc3ccccc32)ccc1Cl (stereo unspecified)	.	1	.	4	-11	.	-1
CCN(CC)C(=O)Cn1cnc2sc(C(=O)N3CCN(c4ccc(F)cc4)CC3)c(C)c2c1=O	.	.	-1	-1	2	.	.
CCOC(=O)CN1C(=O)C(=O)c2cc(C)ccc21	-5	13	.	.	-5	-4	-1
Cc1ccc(-n2c(COc3ccccc3)n[nH]c2=S)cc1	0	-6	-4	5	-6	-7	4
CC(C)(C)n1cnc2cc(NC(=O)c3ccccc3)ccc21	11	7	-2	-4	-9	-27	-6
O=C(CCNS(=O)(=O)c1ccc(F)c(F)c1)NCCN1CCOCC1	-7	-8	-4	12	-3	-10	4
O=C(NC(NCc1ccccc1)C(Cl)(Cl)Cl)c1cccnc1 (stereo unspecified)	5	-1	.	.	0	-7	1
CC(On1nnc2ccc(S(=O)(=O)N3CCOCC3)cc21)C(=O)Nc1ccccc1F (stereo unspecified)	-2	.	8	-3	-2	2	1
CC(C)(C)[C@H]1COC(=O)CCCC/C=C\C[C@H](CC(=O)N(CCO)Cc2ccccc2)C(=O)N1	-1	.	-6	-2	1	15	-2
CN(C)C(/C=C/Nc1ccc(Br)cc1)=C(C#N)C#N	.	.	-3	-6	-4	.	.
Cc1noc(C)c1NC(=O)N(C)C[C@@H]1Oc2cc(C#CCC3CCCC3)ccc2S(=O)(=O)N([C@@H](C)CO)C[C@@H]1C	11	-35[16.7 µM]	9	4	-2	38	-2
O=C(COC(=O)c1cccc(S(=O)(=O)N2CCCCCC2)c1)Nc1ccccc1	-3	-10	-1	0	-17	0	-1
COc1ccc(CN(C)C[C@@H]2Oc3c(NS(=O)(=O)c4ccc(F)cc4)cccc3C(=O)N([C@@H](C)CO)C[C@H]2C)cc1	-9	-5[16.7 µM]	-5	4	-4	14	-2
CS(=O)(=O)N(CC(=O)Nc1cccc(F)c1)Cc1ccccc1	-1	6	6	-8	-7	-4	-5
C[C@@H]1CN([C@H](C)CO)C(=O)Cc2cc(NC(=O)c3ccncc3)ccc2O[C@@H]1CN(C)Cc1ccc(Cl)c(Cl)c1	-2	-3[16.7 µM]	5	-2	.	70*	-2
COc1ccc(Oc2nc(-c3ccccc3)ncc2C(=O)O)cc1	-5	-3	-2	0	11	-3	.
CCOC(=O)C1CCN(S(=O)(=O)c2cc3c4c(c2)C(C)C(=O)N4CCC3)CC1 (stereo unspecified)	3	2	-4	2	-2	1	1
COc1ccc(CNC(=O)Cn2cc(C)c(=O)[nH]c2=O)cc1	1	-7	-1	-3	-4	-3	-1
C[C@@H]1CCCCO[C@H](CN(C)C)[C@@H](C)CN([C@H](C)CO)C(=O)c2cc(NC(=O)c3ccccc3)ccc2O1	-4	2[16.7 µM]	2	-2	1	10	2
O=C(Nc1ccc2ccccc2c1)NC1CCS(=O)(=O)C1 (stereo unspecified)	.	.	1	1	-1	.	.
COCCn1c(SC(C)C(=O)Nc2ccc3c(c2)OCCO3)nc2ccccc2c1=O (stereo unspecified)	.	1	.	.	-5	.	-1
Cc1cc(C)n(Cc2ccccc2Cl)n1	-1	-10	.	.	-4	6	0
CCCC#Cc1ccc2c(c1)O[C@H](CN(C)C(=O)Nc1ccccc1F)[C@H](C)CN([C@@H](C)CO)S2(=O)=O	0	-23[16.7 µM]	13	-5	-6	-30	-5
CO[C@@H](CN(C)S(=O)(=O)c1ccc(C)cc1)[C@H](C)CN([C@H](C)CO)S(=O)(=O)c1cccc(Cl)c1	4	.	1	-2	-6	-45	-2
CN(c1ccccc1)c1nc(N)c([N+](=O)[O-])c(NCCO)n1	.	.	2	4	-6	.	.
Cc1noc(C)c1S(=O)(=O)N1CCC(C(=O)N2CCN(Cc3ccc4c(c3)OCO4)CC2)CC1	.	-2	.	.	-4	.	1
CC(C)NC(=O)Nc1ccc2c(c1)C(=O)N([C@H](C)CO)C[C@@H](C)[C@H](CN(C)C(=O)C1CCCCC1)OCCCC[C@H](C)O2	0	4[16.7 µM]	.	.	.	-31	.
CC(=O)N1CCC(c2c[nH]c3ccccc23)CC1	2	-9	-3	-1	-6	10	2
CO[C@@H]1CN(C)C(=O)c2ccc(NC(=O)C3CC3)cc2OC[C@@H](C)N(Cc2nccs2)C[C@@H]1C	-4	8[16.7 µM]	1	1	-14	-12	0
O=C(Nc1ccccn1)c1cc(-c2cccc(Cl)c2)nc2ccccc12	.	.	2	1	-6	.	.
Cc1ccc(Nc2nnc(SCC(=O)Nc3cccc(S(=O)(=O)N4CCCCC4)c3)s2)cc1	.	.	-5	8	0	.	.

Individual results from the results shown:
CCCC#Cc1ccc2c(c1)O[C@H](CN(C)C(=O)Nc1ccccc1F)[C@H](C)CN([C@@H](C)CO)S2(=O)=O in ARNT TACC3 PPI: -6
CN(c1ccccc1)c1nc(N)c([N+](=O)[O-])c(NCCO)n1 in SIRT5 block: 2
Cc1ccc(Nc2nnc(SCC(=O)Nc3cccc(S(=O)(=O)N4CCCCC4)c3)s2)cc1 in ARNT TACC3 PPI: 0
CC(=O)N1CCC(c2c[nH]c3ccccc23)CC1 in Cneo AK release: 2
Cc1cc(C)n(Cc2ccccc2Cl)n1 in Cneo AK release: 0

Additional entries.
SMILES	esBAF inh	miR122 inh	SIRT5 block	ERp5 inh	ARNT TACC3 PPI	C2C12 statin	Cneo AK release
Oc1c(Br)cc(Br)cc1C=Nc1cccnc1	-1	.	4	0	22	7	-1
O=C(NCc1ccco1)C1CCN(S(=O)(=O)c2cccc3cccnc23)CC1	-5	.	.	-1	0	10	1
CCC(=O)Nc1ccc2c(c1)OC[C@@H](C)N(CCC(F)(F)F)C[C@@H](C)[C@@H](OC)CN(C)C2=O	-4	6[16.7 µM]	1	1	5	0	44
CC(C)(C)OC(=O)N1CCOCCOCCNCCOCCOCC1	-7	-4	.	.	-10	-5	.
O=C(COC(=O)/C=C/c1cccc(Cl)c1)NC1CCCC1	-1	0	-3	-2	13	5	0
C/C(=N\OCC(=O)Nc1nc2ccccc2s1)c1ccccc1	.	.	-2	-3	-5	.	.
O=C(Nc1ccccc1F)N1C[C@H]2[C@@H](c3ccccc31)[C@H](CO)N2C(=O)C1CCCCC1	19	11[16.7 µM]	4	0	-2	10	1
C[C@@H]1CN([C@H](C)CO)C(=O)c2cc(-c3cccnc3)cnc2O[C@@H]1CN(C)C(=O)C1CCC1	-1	1[16.7 µM]	-5	0	-2	1	-3
Cc1noc(C)c1NC(=O)Nc1ccc2c(c1)C(=O)N([C@H](C)CO)C[C@H](C)[C@@H](CN(C)C(=O)Nc1ccc(C(F)(F)F)cc1)OCCCC[C@@H](C)O2	-1	21[16.7 µM]	0	-5	-7	0	-2
CCC(=O)N(C)C[C@H]1[C@@H](c2ccc(C3=CCCCC3)cc2)[C@@H](CO)N1C(=O)CC	2	7[16.7 µM]	.	.	0	29	0
Cc1ccccc1-c1nnc(SCC(=O)NC2CCCC2)n1C	-3	-6	-2	-4	-5	-2	-1
CCCc1cn(CC[C@H]2CC[C@@H](NC(=O)C3CC3)[C@@H](CO)O2)nn1	-1	.	3	-3	5	0	0
CC(C)C[C@H]1CN([C@@H](CC(C)C)CN2CCCC2CN2C(=S)NC[C@@H]2Cc2ccc(O)cc2)C(=S)N1CC1CCCCCC1 (stereo partly specified)	-3	-3	-4	7	1	-1	0
CC(Cc1ccccn1)NC(=O)CCc1nnc(C2CCCCC2)o1 (stereo unspecified)	-4	-7	1	0	.	-9	0
Cc1ccc(C(=O)CCC(=O)CCC(=O)O)cc1	-8	-7	.	.	-2	10	-1
COc1ccccc1NC(=S)NNC(=O)c1ccncc1	5	-4	-2	-3	.	4	-5
CCc1ccc(OCCOCC(O)CN2CCN(Cc3ccc(Cl)cc3)CC2)cc1 (stereo unspecified)	.	-9	-3	-5	-22	.	5
CCN(C[C@@H]1N[C@@H](CO)[C@@H]1c1ccccc1)C(=O)c1ccncc1	3	0[16.7 µM]	3	-2	-8	7	1
O=C(c1ccccn1)N1C[C@@H]2[C@H](c3ccccc31)[C@@H](CO)N2C(=O)C1CCCCC1	-3	-20[16.7 µM]	5	-1	7	16	63
COc1ccc(S(=O)(=O)N(CCC(=O)O)Cc2ccccc2)cc1	1	-1	-3	1	-2	9	0
CCCNC(=O)NC1C(NC(=O)NCCC)N(C)C(=O)N1C (stereo unspecified)	-4	10	.	.	-3	-11	3
COC(OC)C(C)NC(=O)NC(=O)c1ccccc1Cl (stereo unspecified)	.	.	-1	5	-4	.	.
